# MT1-MMP txn act: MT1-MMP promoter transcription activation; HT1080 MT1-MMP promoter luciferase reporter, luminescence, overnight; stronger effect = higher value; activation factor at 10 µM; 86,000 tested, 0.16% active; AID 750;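 active = activation factor of at least 2 for MT1-MMP transcription at 10 µM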
# Smad3 inh: inhibitors of human Smad3 transcription factor binding | P84022 | TR-FRET Smad3/Dy647-FoxH1 peptide binding, europium anti-His | inhibition, % at 25 µM | 88,000 tested, 0.29% active | AID 630;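 active = compounds that reduce the energy-transfer binding signal between the protein and its labelled peptide by more than half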;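 also: 0% = Smad3 plus labelled peptide maximal FRET and 100% = peptide-only background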
# Target sequence (P84022 whole entry, looked up): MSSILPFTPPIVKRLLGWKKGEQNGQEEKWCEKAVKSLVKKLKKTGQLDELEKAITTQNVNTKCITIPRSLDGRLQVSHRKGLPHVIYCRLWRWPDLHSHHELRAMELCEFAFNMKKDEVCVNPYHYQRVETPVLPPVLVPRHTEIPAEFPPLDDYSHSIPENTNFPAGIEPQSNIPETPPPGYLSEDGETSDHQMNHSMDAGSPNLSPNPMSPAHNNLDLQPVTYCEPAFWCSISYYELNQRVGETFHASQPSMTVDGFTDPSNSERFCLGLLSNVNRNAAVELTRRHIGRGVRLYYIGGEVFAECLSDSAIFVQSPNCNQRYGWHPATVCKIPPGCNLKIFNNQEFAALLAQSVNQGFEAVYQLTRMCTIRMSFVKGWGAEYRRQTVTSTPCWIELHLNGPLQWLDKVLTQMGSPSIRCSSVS
# Lung fibro prol: blocks proliferation of human lung fibroblasts | viability, % at 10 µM | LL 47 human lung fibroblast viability, ATP luminescence; stronger effect = lower value | 85,000 tested, 1.1% active;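 active = viability at or below 50% in the single dose screen; inactive = viability above 50%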;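 also: compound exposure lasted 72 h before the ATP readout; 100% = median luminescence of untreated cell-only wells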
#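 Times – overnight cell rest, 72 h compound treatment at 37 °C · Test system – human lung fibroblast line LL 47, low passage · Amount – 1,150 cells in each well · Controls – cell-only wells, no compound · Doses – 0.1% DMSO in all compound wells · Measured by – CellTiter-Glo luminescence · Buffer or medium – IMEM plus 15% FBS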
# ERb SRC1 inh: ER-beta (human) coactivator binding inhibition | AID 633 | 86,000 tested, 1.3% active | inhibition, % at 25.6 µM | TR-FRET ER-beta LBD / SRC1-Cy5 peptide binding; receptor agonist-loaded with 1 µM estradiol | Q92731;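 active = compounds whose percent inhibition of the receptor-coactivator binding signal exceeds about 50% in the single-dose screen, limit read from the data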;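 also: 0% = receptor plus peptide wells without compound and 100% = peptide-only wells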
# ERa coact inh: blocks coactivator binding to human estrogen receptor alpha; TR-FRET ER-alpha LBD / SRC-1 peptide, estradiol-bound; AID 629; P03372; 86,000 tested, 1.7% active; inhibition, % at 25.6 µM; in the data active = inhibition above about 50%;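 also: 0% = receptor plus peptide control and 100% = peptide only without receptor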
# Target sequence (P03372 whole entry, looked up, the tested form may be a part): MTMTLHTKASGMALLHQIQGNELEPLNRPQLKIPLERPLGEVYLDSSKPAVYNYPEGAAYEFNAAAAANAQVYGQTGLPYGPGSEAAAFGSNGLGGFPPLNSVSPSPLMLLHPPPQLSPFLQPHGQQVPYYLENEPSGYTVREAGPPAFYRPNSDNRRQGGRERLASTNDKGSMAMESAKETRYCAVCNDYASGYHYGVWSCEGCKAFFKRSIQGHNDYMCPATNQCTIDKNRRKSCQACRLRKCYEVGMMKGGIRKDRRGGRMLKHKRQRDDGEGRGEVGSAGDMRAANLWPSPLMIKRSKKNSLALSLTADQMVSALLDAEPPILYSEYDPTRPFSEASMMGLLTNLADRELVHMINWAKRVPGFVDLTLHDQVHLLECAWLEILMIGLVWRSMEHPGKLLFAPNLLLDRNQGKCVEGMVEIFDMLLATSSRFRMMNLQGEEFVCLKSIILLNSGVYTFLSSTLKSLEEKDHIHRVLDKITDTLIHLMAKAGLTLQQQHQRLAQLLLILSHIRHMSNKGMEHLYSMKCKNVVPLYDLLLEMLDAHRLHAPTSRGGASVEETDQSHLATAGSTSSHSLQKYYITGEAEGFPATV
# Mac1 fbg enh: enhancers of human CD11b/CD18 binding to fibrinogen; P05107+P11215; activation, % at 10 µM; K562 CD11b/CD18 adhesion to fibrinogen, ATPlite luminescence; AID 1499; 93,000 tested, 0.07% active;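 active = 10 µM primary screen giving 50% or more activity, confirmed by 40% or more on retest at that dose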; also: strong numbers were not always called active
# ERa SRC1 pot: enhances coactivator binding to human estrogen receptor alpha; P03372; TR-FRET ERalpha-LBD/SRC-Cy5 coactivator binding, 2 h; 100 = basal binding, no effect; coactivator binding (% of control), % at 25.6 µM; 86,000 tested, 1.3% active; AID 639; in the data active = activity above about 200%;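 also: binding measured in presence of low estradiol as agonist stimulus; 0% = peptide alone without receptor and 100% = receptor with peptide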
# H69AR growth 86K: growth inhibitors of human H69AR lung tumor cells; H69AR lung tumor viability, ATP luminescence, 72 h; stronger effect = lower value; viability, % at 10 µM; 85,000 tested, 6% active; AID 598;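 active = viability at or below 40%; inactive = viability above 40%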;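 also: multidrug resistant small cell line overexpressing MRP-1 efflux transporter; 100% = mean luminescence of untreated control wells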
# HUVEC prolif 384: human endothelial cell proliferation inhibition; HUVEC proliferation, CellTiter-Glo luminescence, 72 h; stronger effect = lower value; viability, % at 10 µM (by protocol); 86,000 tested, 1.1% active; AID 648;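 active = viability at or below 30%; inactive = viability above 30%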;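 also: 100% = median luminescence of DMSO-only cell control wells on each plate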
# An asterisk follows results filed as active; nt = no result given; [ ] = dose if it differs, or a comment.
SMILES,MT1-MMP txn act,Smad3 inh,Lung fibro prol,ERb SRC1 inh,ERa coact inh,Mac1 fbg enh,ERa SRC1 pot,H69AR growth 86K,HUVEC prolif 384
O=C(NCCc1c[nH]c2ccccc12)C(F)(F)F,1.2,7,98,4,-13,-3,96,91,98
O=C(c1cnn2c(C(F)F)cc(C3CC3)nc12)N1CCOCC1,1,1,99,-17[fluorescence artefact?],-15,-5,107,98,100
COc1nc(Nc2nc3ccccc3c(=O)[nH]2)nc2ccc(C)cc12,0.7,40,6.7*,53*[fluorescence artefact?],74*[fluorescence artefact?],nt,147,14*,2.6*
CC1CC(=O)N(CC(=O)N2CCCC2)c2ccccc2S1 (centres undefined),1.2,-2,97,-1[fluorescence artefact?],2[fluorescence artefact?],-4,98[fluorescence artefact?],89,95
CCOc1ccc(Nc2nc(N3CCCCC3)nc(N3CCCCC3)n2)cc1,1.1,1,94,-5,-3,-1,112,75,93
COc1cc(C(C)=O)ccc1OC(=O)C(C)N1C(=O)c2ccccc2C1=O (centres undefined),nt,2,94,22,3,0,88,90,99
Cc1ccc(S(=O)(=O)N(C)CC(=O)N2CCCc3ccccc32)cc1,1.1,2,95,-6,4,0,111,91,111
CCN(CC)Cc1c(O)ccc2c([N+](=O)[O-])c(C)n(-c3ccc(OC)cc3)c12,1.3,0,93,-1[fluorescence artefact?],-40[fluorescence artefact?],nt,85,39*,64
CCOC(=O)c1ccc(NC(=O)CSc2nnnn2C2CCCCC2)cc1,1.1,-2,95,3,2,nt,125,96,95
COc1cccc(C(=O)Nc2ccccc2)c1,1.4,7,100,-7,-3,0,96,97,90
Cc1cccc(CS(=O)(=O)c2nnc([C@H](Cc3ccccc3)NC(=O)OC(C)(C)C)o2)c1,1.1,20,108,-12,-7,-1,74,0.5*,47
C=CCSc1[nH]c(=O)cc(C)c1C(N)=O,nt,-3,100,-2,10,-3,98,106,96
CCC1CCCCN1C(=O)CCCOc1ccccc1 (centres undefined),1.5,8,96,-3,-1,3,114,98,101
CCCCNC(=O)CSc1nnc(NC(C)=O)s1,1.1,9,nt,11,-1,-4,112,83,97
Cc1csc2ncc(C(=O)Nc3cccc(C(F)(F)F)c3)c(=O)n12,1.1,6[fluorescence artefact?],95,-2[fluorescence artefact?],5[fluorescence artefact?],3,178,95,82

# Only ERa coact inh, for 3 of the compounds above:
SMILES	ERa coact inh
Cc1csc2ncc(C(=O)Nc3cccc(C(F)(F)F)c3)c(=O)n12	5[fluorescence artefact?]
COc1nc(Nc2nc3ccccc3c(=O)[nH]2)nc2ccc(C)cc12	74*[fluorescence artefact?]
COc1cccc(C(=O)Nc2ccccc2)c1	-3

# Other records.
SMILES,MT1-MMP txn act,Smad3 inh,Lung fibro prol,ERb SRC1 inh,ERa coact inh,Mac1 fbg enh,ERa SRC1 pot,H69AR growth 86K,HUVEC prolif 384
COc1ccc(N2CCN(C(c3ccco3)c3sc4nc(C)nn4c3O)CC2)cc1 (centres undefined),1.2,-3,94,3,1,nt,94,93,100
Cc1cnc(-c2nnc(N(C)C(=O)c3ccncc3)s2)cn1,1.4,6,109,3,-1,nt,129,87,95
CC(C)NC(=O)C1(O)c2ccccc2NC(=O)N1c1ccc(Cl)c(Cl)c1 (centres undefined),1.1,3,103,5[fluorescence artefact?],6,-3,119,100,101
O=C1C=C(NC2CC2)C2(CCCCC2)O1,0.9,-1,96,-2[fluorescence artefact?],2[fluorescence artefact?],-1,107,88,89
CCOC(=O)N1CCN(Cc2cc(=O)oc3ccc4ccccc4c23)CC1,1.1,5,96,11,17[fluorescence artefact?],-6,83[fluorescence artefact?],71,93
O=C(Nc1nonc1NC(=O)C1CCCCC1)C1CCCCC1,1.1,5,92,-3,0,4,96,80,107
Cc1ccccc1-c1ccc(=O)n(CC(=O)Nc2ccc(C(=O)N3CCCC3)cc2)n1,1.2,-10,97,-6,-9,-4,100,78,89
CC(C)C(=O)Nc1c2c(nc3c1CCC3)CCCC2,1.1,-5,108,8,1,-2,114,105,85
COCCOC(=O)C1=C(C)NC(=O)NC1C1CC=CCC1 (centres undefined),1.1,-8,nt,-2,-7,2,117,100,88
COc1ccccc1CNc1ccc(C(=O)O)cc1,1.3,2,94,-6,3,-4,112,107,93
O=C(CCN1C(=O)COc2ccccc21)NCCN1CCOCC1,nt,-4,94,14,-8[fluorescence artefact?],-1,80,104,104
COC(=O)c1cccc(NC(=O)C23CC4CC(C2)CC(n2cncn2)(C4)C3)c1,1.1,2,94,-8,-1,nt,101,81,101
COc1ccccc1-c1nc2s/c(=C\c3cccs3)c(=O)n2n1,1.3,7,102,39[fluorescence artefact?],67*[fluorescence artefact?],1,43[fluorescence artefact?],71,86
Clc1cccc(N2CCN(Cc3nc(-c4ccccc4)no3)CC2)c1,1.1,0,96,-4,2,3,102,102,99
CCCOC(=O)Nc1ccc(N2CCCCC2)cc1,0.5,-10,100,4,-1,-6,106,92,105
CCOc1cccc(-c2nnc3sc(-c4cc(OC)c(OC)cc4OC)nn23)c1,1.1,4,95,4[fluorescence artefact?],5,2,134[fluorescence artefact?],74,62
COc1ccc(Cn2c(C)c(C)c(C#N)c2NC(=O)Nc2ccc(Cl)cc2)cc1,1.1,12,74,-5,-4,0,115,35*,63
Cc1ccccc1OCc1nc2c3cnn(C)c3ncn2n1,1.7,-2,109,9,14,1,91,94,96
COc1ccc2oc(=O)c(-c3nnc(NCc4ccco4)s3)cc2c1,1.5,13,95,57*[fluorescence artefact?],45,73,181[fluorescence artefact?],2.6*,20*
CSc1nc(Oc2ccc(=O)n(C)n2)nc(N(C)C)n1,1.2,-9,100,-6,9,nt,104[fluorescence artefact?],99,93
CS(=O)(=O)N(CC(=O)N1CCN(c2ccccc2)CC1)c1cc(C(F)(F)F)ccc1Cl,nt,-9,102,-10,-3,-4,94,86,110
CCCCn1nnnc1SCC(=O)NCc1ccccc1,1.2,19,92,4[fluorescence artefact?],-1[fluorescence artefact?],-4,117,93,84
COc1ccc(-c2cc(C(F)(F)F)nc(S(C)(=O)=O)n2)cc1OC,1.1,3,2.9*,1,4,-2,101,1.8*,13*
CN(C)c1ccc(C(CC(=O)O)NC(=O)c2ccc(Cl)cc2)cc1 (centres undefined),1.2,-6,107,3,-3,3,109[fluorescence artefact?],102,97
CCSc1nc2c(c(=O)[nH]c(=O)n2C)n1C,1.1,13,98,-18[fluorescence artefact?],-3,3,104[fluorescence artefact?],90,99
CC(C)n1c(SCC(=O)Nc2ccccc2N2CCOCC2)nc2c1c(=O)n(C)c(=O)n2C,nt,6,95,5,3,nt,102,85,100
COc1ccc(C)cc1N(CC(=O)O)S(=O)(=O)c1ccc(C)cc1,1.1,9,108,-1,-7,-6,118,90,97
CCOC(=O)CSc1nnc(-c2ccc(S(=O)(=O)NCc3cccs3)cc2)o1,1.2,-22,98,20,24,nt,123,93,89
CCc1cc2c(NCC(=O)O)ncnc2s1,1.2,-4,101,-9,-2,-3,130,107,68
COC(=O)c1cccc(S(=O)(=O)N(Cc2ccco2)Cc2cc3ccc(OC)cc3[nH]c2=O)c1,1.1,6,100,4[fluorescence artefact?],-9,0,124,64,78
CCCNC(=O)C1CCN(S(=O)(=O)c2ccc3nc4c(c(C(=O)O)c3c2)CCCCC4)CC1,1.1,4,102,-9,2,4,130[fluorescence artefact?],94,102
Cc1cc(C)cc(N(CC(=O)N2CCc3ccccc32)S(=O)(=O)c2c(C)noc2C)c1,1.2,3,82,-5,-1[fluorescence artefact?],-1,112,89,84
CCOC(=O)N1CCN(C(=O)c2ccccc2NC(=O)COc2ccccc2C)CC1,1,3,91,-12,-5,0,123,86,95
Cc1cc(N/C=C2\CCCCC2=O)no1,nt,1,100,-7,-2,1,105,90,101
Cn1c(-c2c(N)n(CCCc3ccccc3)c3nc4ccccc4nc23)nc2ccccc21,1.3,4[fluorescence artefact?],91,-2,-2,-2,104,23*,73
CCCC(=O)n1nc(-c2cccnc2)nc1N,1.2,-6,100,-16,1,nt,114,100,101
Cc1nn(C)c(C)c1NC(=O)CSc1nnc(C)n1-c1ccccc1,1,1,99,-7,-1,1,102,85,97
CCOc1ccccc1C(=O)N(CN1CCCC1=O)c1ccc(C)c(Cl)c1,1.1,3,93,-3[fluorescence artefact?],3,-2,131,99,97
CP(=O)(COC(=O)c1ccccc1)COC(=O)c1ccccc1,1.1,10,101,1,3,0,100,86,103
Cc1cc2cc(CCNS(C)(=O)=O)c(=O)[nH]c2cc1C,1.1,5,94,-2,-6,nt,116,90,84
Cc1cc(C)n(Cc2ccc(C(=O)O)cc2)n1,1.2,5[fluorescence artefact?],100,-2[fluorescence artefact?],5[fluorescence artefact?],2,114,101,100
COc1ccccc1/C=C/CN1CC(C)OC(C)C1 (centres undefined),1.1,-4,102,-8[fluorescence artefact?],-5,-1,113,92,103
Cc1cc2n(n1)C(c1ccc3c(c1)OCO3)Nc1ccccc1-2 (centres undefined),1.2,10,94,0,2,1,115,97,94
CCOc1ccc2[nH]c(=O)c(CN(CC3CCCN3CC)C(=O)NCc3ccccc3)cc2c1 (centres undefined),1.1,4,90,-1,-4,-2,104,82,90
Cc1nc(SCC(=O)c2ccccc2)c(C#N)c(-c2ccco2)c1C(=O)NCc1ccco1,1,3,100,19,18,6,236*,71,82
O=C(O)C1CC(=O)N(C2CCCCC2)C1c1ccccc1 (centres undefined),1.2,-3,105,3,2,-1,116,103,101
Cc1cccc(N(CC(O)CN(C)C)S(=O)(=O)c2ccccc2)c1 (centres undefined),1.3,1,94,26[fluorescence artefact?],14,4,96,91,94
Cc1[nH]c(=O)[nH]c(=O)c1NC(=O)c1cccs1,1,4,103,-6,87*[fluorescence artefact?],-4,102,99,106
Cc1ccc2nc(N3CCN(Cc4nnnn4Cc4ccccc4)CC3)c(C#N)cc2c1,1.2,-4,110,30[fluorescence artefact?],39[fluorescence artefact?],20,372*[fluorescence artefact?],100,89
Cc1nnc(SCC(=O)Nc2nccs2)[nH]c1=O,1.2,-4,95,-3[fluorescence artefact?],1,nt,107,92,98
Cc1ccc(-c2nn(CC(=O)Nc3cccnc3)c(=O)c3ccccc23)cc1,1.1,-10,101,-16,6,1,111,95,87
Cc1cc(C)n(CCOc2nonc2N)n1,1.2,7,94,4,5,-1,86,94,98
O=C(CN1CCC(Cc2ccccc2)CC1)Nc1ccc2c(c1)OCCO2,1.1,-12,98,10,-3,4,99,78,92
CC1(C)Cc2c(sc3nc(NCCN4CCOCC4)n4ncnc4c23)CO1,1.1,-1,88,-3,-3,3,110,52,101
COCc1cc(C)nc(N2CCN(c3ccccc3)CC2)c1C#N,1,3,99,0,0,-2,107,88,104
CC1CC(C)CN(S(=O)(=O)c2ccc(NC(=O)C3COc4ccccc4O3)cc2)C1 (centres undefined),1.1,-1,97,-5,-2,nt,138,61,82
COc1ccc(C(C)NC(=O)C2C(=O)NC3(C)CC2c2ccccc2O3)cc1 (centres undefined),1.1,6,90,-4,3,-2,95,92,94
Fc1ccc(NCc2cccnc2)cc1F,1.1,11,101,-2,62*,-1,120,100,85
CCOC(=O)c1ccc(NC(=O)N2CCN(C3CCCCC3)CC2)cc1,1.1,-19,95,-8,2,9,94,85,96
O=C(OCCN1C(=O)c2ccccc2C1=O)C1CCN(S(=O)(=O)c2cccs2)CC1,1,12,125,4,-5,0,127,106,101

# These rows are one share of the data; the hit share may differ from the screen's.
